TNAP inh hiacc: human TNAP enzyme inhibitors, primary screen, biochemical, luminescent, high phosphate acceptor level, uHTS; purified TNAP, CDP-star luminescence, 1 M DEA; inhibition, % at 20 µM; hit rate 0.03% among 200,000; AID 1135, 2008;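 active = over 50% inhibition of tissue-nonspecific alkaline phosphatase at 20 µM in the single-dose screen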;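 also: plate controls were DMSO wells for no effect and EDTA-quenched wells as full inhibition for full effect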
Target sequence (P05186 whole entry, looked up): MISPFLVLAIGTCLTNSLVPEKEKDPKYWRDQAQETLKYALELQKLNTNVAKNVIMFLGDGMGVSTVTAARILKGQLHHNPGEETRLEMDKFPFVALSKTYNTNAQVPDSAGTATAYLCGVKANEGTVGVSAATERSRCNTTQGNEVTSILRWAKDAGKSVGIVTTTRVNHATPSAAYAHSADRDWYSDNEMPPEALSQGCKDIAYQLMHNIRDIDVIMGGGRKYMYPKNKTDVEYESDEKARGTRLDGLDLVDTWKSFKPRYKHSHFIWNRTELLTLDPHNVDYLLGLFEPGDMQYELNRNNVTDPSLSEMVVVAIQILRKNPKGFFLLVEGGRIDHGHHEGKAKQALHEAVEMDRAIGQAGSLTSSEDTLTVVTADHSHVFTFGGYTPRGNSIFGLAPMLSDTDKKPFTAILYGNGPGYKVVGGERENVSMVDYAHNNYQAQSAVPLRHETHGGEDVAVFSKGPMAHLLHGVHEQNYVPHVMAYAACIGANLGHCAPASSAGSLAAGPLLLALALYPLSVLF
bIAP activator: bovine intestinal alkaline phosphatase activators, primary screen, biochemical, bovine IAP, CDP-star luminescence | hit rate 0.17% among 200,000 | purified bovine IAP, 30 min; hits give high values; fold of DMSO-control signal, blank-subtracted | activation factor at 20 µM | alkaline phosphatase, intestinal [Bos taurus];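 active = activation factor of 2 or more at 20 µM, a signal rise over negative controls twice the positive control's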
TNAP act hiacc: TNAP activators at high phosphate acceptor level, primary screen, biochemical, luminescence, uHTS. AID 1136, 2008. activation factor at 20 µM. purified TNAP, CDP-star luminescence, 1 M DEA, 30 min; hits give high values; 0 = EDTA background, 1 = DMSO-only activity. 200,000 tested, under 10 active. Alkaline phosphatase, tissue-nonspecific isozyme (Homo sapiens), P05186;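 active = activation factor at least 2 at 20 µM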
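Test system – human TNAP · Doses – 20 µM single point · Incubation – 30 min, room temperature · Signal – luminescent substrate turnover signal · Read-out basis – activation factor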
Efa HMGR inh: inhibitors of E. faecalis class II HMGR, primary screen, biochemical, Enterococcus faecalis; purified E. faecalis HMGR, NADPH absorbance 340 nm kinetic; AID 1066, 2008; HMG-CoA reductase (Enterococcus faecalis, mvaE); inhibition, % at 10 µM; hit rate 0.41% among 190,000;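 active = inhibition above a set limit, the median over all tested compounds plus 3 SD, cut at about 9.5% in these data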;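 also: enzyme runs in reverse so mevalonate oxidation gives rising NADPH absorbance; 0% = complete reaction with DMSO and 100% = background rate lacking mevalonate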
bIAP inhibitor: bovine intestinal alkaline phosphatase inhibitors, primary screen, selectivity assay for TNAP inhibitor project, biochemical, bovine IAP, CDP-star luminescence | inhibition, % at 20 µM | AID 1019, 2008 | alkaline phosphatase, intestinal [Bos taurus] | 190,000 tested, under 10 active | purified bovine IAP, 30 min;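 active = over 50% inhibition of intestinal alkaline phosphatase at 20 µM in the single-dose screen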
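Assay system: bovine IAP enzyme; medium: DEA buffer 100 mM, pH 9.8, with MgCl2 1.0 mM, ZnCl2 0.02 mM; doses: 20 µM single dose; incubation: enzyme reaction for 30 min at room temperature; detection: CDP-star luminescence signal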
TR-FRET SRC-2 ct: TR-FRET signal artefacts, primary screen, artefact control for PPARgamma SRC-2 agonist project, biochemical. hit rate 0.4% among 200,000. TR-FRET ratio at 8 µM. TR-FRET artefact counter-screen; hits give high values; in the data active = TR-FRET ratio above about 2000; also: inactives centre near 1500
PPARg SRC-1 ag: PPARgamma agonists recruiting SRC-1 coactivator, primary screen, biochemical; PPARgamma-SRC-1 coactivator recruitment biochemical assay; activation, % at 8 µM; hit rate 0.41% among 200,000; in the data active = activation above about 19%;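 also: 0% = DMSO and 100% = reference agonist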
Target sequence (P37231 whole entry, looked up): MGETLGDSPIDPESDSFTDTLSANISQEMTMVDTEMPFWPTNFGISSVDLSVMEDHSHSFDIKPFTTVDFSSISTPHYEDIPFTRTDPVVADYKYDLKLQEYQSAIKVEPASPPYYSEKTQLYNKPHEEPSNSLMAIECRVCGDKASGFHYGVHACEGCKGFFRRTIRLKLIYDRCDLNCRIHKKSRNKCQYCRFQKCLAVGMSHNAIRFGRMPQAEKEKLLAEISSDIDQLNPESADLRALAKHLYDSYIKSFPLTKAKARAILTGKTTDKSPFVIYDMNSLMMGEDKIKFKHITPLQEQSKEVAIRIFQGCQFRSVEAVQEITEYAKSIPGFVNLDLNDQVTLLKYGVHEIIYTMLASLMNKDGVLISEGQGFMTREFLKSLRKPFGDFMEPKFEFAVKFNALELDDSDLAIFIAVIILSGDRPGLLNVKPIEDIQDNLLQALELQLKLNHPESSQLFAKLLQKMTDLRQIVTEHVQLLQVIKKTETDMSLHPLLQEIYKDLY
PPARg SRC-2 ag: agonists of PPARg-SRC-2 recruitment, primary screen, biochemical, HTS; activation, % at 8 µM; PPARgamma LBD-SRC-2 recruitment; hit rate 0.34% among 200,000; in the data active = activation above about 22%;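 also: 0% = vehicle and 100% = reference agonist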
PPARg SRC3 recr: PPARgamma agonists recruiting SRC-3 coactivator, primary screen, biochemical; activation, % at 8 µM; AID 731, 2007; biochemical PPARgamma/SRC-3 coactivator recruitment assay; Peroxisome proliferator-activated receptor gamma (Homo sapiens), P37231; hit rate 0.26% among 200,000; in the data active = activation above about 23%;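 also: 0% = DMSO and 100% = reference agonist; some compounds past the cut are filed as inactive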
TNAP inh no acc: human TNAP enzyme inhibitors, primary screen, biochemical, luminescent, no phosphate acceptor, uHTS; purified TNAP, CDP-star luminescence, 30 min; inhibition, % at 20 µM; hit rate 0.26% among 200,000;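 active = tissue-nonspecific alkaline phosphatase inhibition above about 50% at 20 µM in the single-dose screen, limit read from the data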;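 also: 0% = DMSO negative control and 100% = EDTA positive control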
Starred values were filed as active, the others as inactive.

`Cc1c(CCO)c(=O)n(-c2ccccc2)n1S(=O)(=O)c1c(Cl)cc(Cl)cc1Cl` gave TNAP inh hiacc 7, bIAP activator 1, TNAP act hiacc 0.9, Efa HMGR inh -4, bIAP inhibitor -4, TR-FRET SRC-2 ct 1307, PPARg SRC-1 ag 6, PPARg SRC-2 ag -13, PPARg SRC3 recr 5 and TNAP inh no acc 6.
C=CCn1c(Cc2nc3ccccc3[nH]2)n[nH]c1=S was read as TNAP inh hiacc -2, bIAP activator 1.2, TNAP act hiacc 1, Efa HMGR inh -1, bIAP inhibitor -25, TR-FRET SRC-2 ct 1462, PPARg SRC-1 ag 12, PPARg SRC-2 ag 8, PPARg SRC3 recr 1 and TNAP inh no acc -36.
Screening CCOC(=O)c1sc(=S)n(-c2ccccc2Cl)c1SC returned TNAP inh hiacc -5, bIAP activator 0.8, TNAP act hiacc 1.1, Efa HMGR inh -2, bIAP inhibitor 17, TR-FRET SRC-2 ct 1889, PPARg SRC-1 ag 30*, PPARg SRC-2 ag 31*, PPARg SRC3 recr 31* and TNAP inh no acc -2.
Screening O=C(O)Cc1cn(Cc2ccc(F)cc2)c2ccccc12 returned TNAP inh hiacc -6, bIAP activator 1, TNAP act hiacc 1.1, Efa HMGR inh 4, bIAP inhibitor 1, TR-FRET SRC-2 ct 1471, PPARg SRC-1 ag 0, PPARg SRC-2 ag 6, PPARg SRC3 recr -2 and TNAP inh no acc -8.
`COC(=O)c1ccccc1NC(=O)CSc1nc(C)cc(C)n1` gave TNAP inh hiacc -5, bIAP activator 1.1, TNAP act hiacc 1.1, Efa HMGR inh -5, bIAP inhibitor -12, TR-FRET SRC-2 ct 1477, PPARg SRC-1 ag -1, PPARg SRC-2 ag 0, PPARg SRC3 recr 4 and TNAP inh no acc -11.
For CCN(CC)CCNc1c2c(c(C#N)c3nc4ccccc4n13)CCCC2 the results were TNAP inh hiacc -4, bIAP activator 1, TNAP act hiacc 1, Efa HMGR inh 0, bIAP inhibitor 3, TR-FRET SRC-2 ct 1342, PPARg SRC-1 ag -3, PPARg SRC-2 ag -9, PPARg SRC3 recr -4 and TNAP inh no acc 0.
Screening O=[N+]([O-])c1cccc(/C=N/n2c(C3CCCCC3)n[nH]c2=S)c1 returned TNAP inh hiacc 0, bIAP activator 1, TNAP act hiacc 1, Efa HMGR inh 3, bIAP inhibitor 2, TR-FRET SRC-2 ct 1701, PPARg SRC-1 ag 10, PPARg SRC-2 ag 11, PPARg SRC3 recr 4 and TNAP inh no acc 37.
For N/C(Cc1ccccc1)=N\OC(=O)c1cccc2ccccc12 the results were TNAP inh hiacc -4, bIAP activator 0.9, TNAP act hiacc 1, Efa HMGR inh -3, bIAP inhibitor 9, TR-FRET SRC-2 ct 1589, PPARg SRC-1 ag 2, PPARg SRC-2 ag 7, PPARg SRC3 recr 5 and TNAP inh no acc -11.
CCCCS(=O)Cc1ccccc1 (stereo not given) was read as TNAP inh hiacc -4, bIAP activator 0.8, TNAP act hiacc 1, Efa HMGR inh -4, bIAP inhibitor 17, TR-FRET SRC-2 ct 1529, PPARg SRC-1 ag 3, PPARg SRC-2 ag 3, PPARg SRC3 recr 8 and TNAP inh no acc -10.
For Cc1ccccc1OCCn1cc(C(=O)O)c2ccccc21 the results were TNAP inh hiacc -3, bIAP activator 0.9, TNAP act hiacc 1, Efa HMGR inh 1, bIAP inhibitor 8, TR-FRET SRC-2 ct 1675, PPARg SRC-1 ag 4, PPARg SRC-2 ag 7, PPARg SRC3 recr 4 and TNAP inh no acc -12.
For Cc1ccc(NC(=O)c2sccc2-n2cccc2)c(C)c1 the results were TNAP inh hiacc -4, bIAP activator 0.7, TNAP act hiacc 1, Efa HMGR inh -3, bIAP inhibitor 31, TR-FRET SRC-2 ct 1565, PPARg SRC-1 ag 5, PPARg SRC-2 ag 10, PPARg SRC3 recr 9 and TNAP inh no acc -2.
Cc1ccc(SCC(=O)Nc2cccc(NC(=O)c3ccco3)c2)cc1 was read as TNAP inh hiacc -8, bIAP activator 0.9, TNAP act hiacc 1.1, Efa HMGR inh -2, bIAP inhibitor 10, TR-FRET SRC-2 ct 1441, PPARg SRC-1 ag 14, PPARg SRC-2 ag -4, PPARg SRC3 recr 13 and TNAP inh no acc -14.
For Nc1nnnn1/N=C/c1ccc(N2CCCCC2)c([N+](=O)[O-])c1 the results were TNAP inh hiacc 10, bIAP activator 0.7, TNAP act hiacc 0.9, Efa HMGR inh -5, bIAP inhibitor 33, TR-FRET SRC-2 ct 1591, PPARg SRC-1 ag -8, PPARg SRC-2 ag 4, PPARg SRC3 recr 4 and TNAP inh no acc 5.
Screening CCN(C(=O)c1cccs1)c1nc(-c2ccc(OC)cc2)cs1 returned TNAP inh hiacc -7, bIAP activator 1, TNAP act hiacc 1.1, Efa HMGR inh -5, bIAP inhibitor -2, TR-FRET SRC-2 ct 1836, PPARg SRC-1 ag 6, PPARg SRC-2 ag 6, PPARg SRC3 recr 0 and TNAP inh no acc -1.
`COc1ccc(-c2cn3cc(C(=O)NN)ccc3n2)cc1` gave TNAP inh hiacc -11, bIAP activator 0.9, TNAP act hiacc 1.1, Efa HMGR inh -5, bIAP inhibitor 14, TR-FRET SRC-2 ct 1557, PPARg SRC-1 ag 8, PPARg SRC-2 ag 7, PPARg SRC3 recr 3 and TNAP inh no acc -11.
`CCNC(=S)Nc1cc(Cl)ccc1Oc1ccccc1` gave TNAP inh hiacc -1, bIAP activator 1, TNAP act hiacc 1, Efa HMGR inh -6, bIAP inhibitor 2, TR-FRET SRC-2 ct 1642, PPARg SRC-1 ag -5, PPARg SRC-2 ag 3, PPARg SRC3 recr 0 and TNAP inh no acc -3.
COc1cc(OC)cc(C(=O)NC(=S)Nc2cc3oc4ccccc4c3cc2OC)c1 was read as TNAP inh hiacc 1, bIAP activator 1, TNAP act hiacc 1, Efa HMGR inh -10, bIAP inhibitor 5, TR-FRET SRC-2 ct 1627, PPARg SRC-1 ag -1, PPARg SRC-2 ag 13, PPARg SRC3 recr 1 and TNAP inh no acc -12.
For Cc1cc(NC(=O)CCN2C(=O)C3C4C=CC(C4)C3C2=O)ccc1Br (stereo not given) the results were TNAP inh hiacc 0, bIAP activator 1.1, TNAP act hiacc 1, Efa HMGR inh -1, bIAP inhibitor -8, TR-FRET SRC-2 ct 1829, PPARg SRC-1 ag 5, PPARg SRC-2 ag 9, PPARg SRC3 recr 2 and TNAP inh no acc -6.
For Cc1cc(C)n(C(=O)c2ccc([N+](=O)[O-])c(Cl)c2)n1 the results were TNAP inh hiacc -2, bIAP activator 1.1, TNAP act hiacc 1, Efa HMGR inh 4, bIAP inhibitor -8, TR-FRET SRC-2 ct 1575, PPARg SRC-1 ag -5, PPARg SRC-2 ag -8, PPARg SRC3 recr -1 and TNAP inh no acc -10.
`CC/C(=N/NC(=O)CNc1ccc(Cl)cc1C)c1ccccc1` gave TNAP inh hiacc -1, bIAP activator 1, TNAP act hiacc 1, Efa HMGR inh 1, bIAP inhibitor 1, TR-FRET SRC-2 ct 1622, PPARg SRC-1 ag 1, PPARg SRC-2 ag 2, PPARg SRC3 recr 3 and TNAP inh no acc -11.

Overlap with the part before: 2 entries, followed by the next part.
For Cc1cc(C)n(C(=O)c2ccc([N+](=O)[O-])c(Cl)c2)n1 the results were TNAP inh hiacc -2, bIAP activator 1.1, TNAP act hiacc 1, Efa HMGR inh 4, bIAP inhibitor -8, TR-FRET SRC-2 ct 1575, PPARg SRC-1 ag -5, PPARg SRC-2 ag -8, PPARg SRC3 recr -1 and TNAP inh no acc -10.
`CC/C(=N/NC(=O)CNc1ccc(Cl)cc1C)c1ccccc1` gave TNAP inh hiacc -1, bIAP activator 1, TNAP act hiacc 1, Efa HMGR inh 1, bIAP inhibitor 1, TR-FRET SRC-2 ct 1622, PPARg SRC-1 ag 1, PPARg SRC-2 ag 2, PPARg SRC3 recr 3 and TNAP inh no acc -11.
For CC1CC(C)CN(CCCn2c(=S)[nH]c3ccccc3c2=O)C1 (stereo not given) the results were TNAP inh hiacc -5, bIAP activator 1.1, TNAP act hiacc 1, Efa HMGR inh -10, bIAP inhibitor -14, TR-FRET SRC-2 ct 1667, PPARg SRC-1 ag 1, PPARg SRC-2 ag 0, PPARg SRC3 recr -1 and TNAP inh no acc -6.
Screening OC1C[N+]2(CCCCC2)C1 returned TNAP inh hiacc 0, bIAP activator 0.9, TNAP act hiacc 1, Efa HMGR inh -13, bIAP inhibitor 8, TR-FRET SRC-2 ct 1725, PPARg SRC-1 ag 10, PPARg SRC-2 ag 4, PPARg SRC3 recr -2 and TNAP inh no acc -5.
For CCCC1S/C(=N/N=C/c2ccc(OC)cc2)N(Cc2ccccc2)C1=O (stereo not given) the results were TNAP inh hiacc -6, bIAP activator 0.9, TNAP act hiacc 1.1, Efa HMGR inh 1, bIAP inhibitor 8, TR-FRET SRC-2 ct 1476, PPARg SRC-1 ag 4, PPARg SRC-2 ag 7, PPARg SRC3 recr -3 and TNAP inh no acc -7.
For NC1=NC(=O)/C(=C/c2cn(CCC(=O)O)nc2-c2ccc(Cl)cc2)S1 the results were TNAP inh hiacc 8, bIAP activator 0.6, TNAP act hiacc 0.9, Efa HMGR inh -1, bIAP inhibitor 38, TR-FRET SRC-2 ct 1576, PPARg SRC-1 ag -1, PPARg SRC-2 ag 6, PPARg SRC3 recr -2 and TNAP inh no acc -10.
For Cc1cc(C)cc(N(CC(=O)NC2CCCC2)C(=O)C2(C)CC(=O)N=C3C=CC=CN32)c1 (stereo not given) the results were TNAP inh hiacc -8, bIAP activator 0.9, TNAP act hiacc 1.1, Efa HMGR inh 0, bIAP inhibitor 6, TR-FRET SRC-2 ct 1483, PPARg SRC-1 ag -1, PPARg SRC-2 ag 0, PPARg SRC3 recr 0 and TNAP inh no acc -15.
Screening O=C(NC12CC3CC(CC(C3)C1)C2)c1cccnc1 returned TNAP inh hiacc -2, bIAP activator 0.9, TNAP act hiacc 1, Efa HMGR inh -6, bIAP inhibitor 8, TR-FRET SRC-2 ct 1499, PPARg SRC-1 ag -3, PPARg SRC-2 ag -1, PPARg SRC3 recr 4 and TNAP inh no acc -6.
COc1ccc(CC(=O)Nc2cc(=O)n(C)c(=O)n2C)cc1OC was read as TNAP inh hiacc -5, bIAP activator 1, TNAP act hiacc 1.1, Efa HMGR inh 8, bIAP inhibitor 2, TR-FRET SRC-2 ct 1587, PPARg SRC-1 ag 2, PPARg SRC-2 ag 2, PPARg SRC3 recr 6 and TNAP inh no acc -16.
CCOc1ccc(C2C(C(=O)c3ccco3)=C(O)C(=O)N2Cc2cccnc2)cc1OC (stereo not given) was read as TNAP inh hiacc -6, bIAP activator 1, TNAP act hiacc 1.1, Efa HMGR inh -2, bIAP inhibitor 1, TR-FRET SRC-2 ct 1690, PPARg SRC-1 ag 8, PPARg SRC-2 ag 2, PPARg SRC3 recr 12 and TNAP inh no acc -11.
